TTR transcr act: activators of transthyretin transcription; SH-SY5Y TTR promoter Gaussia luciferase, luminescence; 100% = recombinant luciferase protein wells; activation, % at 16.7 µM; 1.3% of 92,000 active; AID 1117267;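 active = activation above the mean of all tested compounds plus 3 SD, cut at about 9.5% in these data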;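 also: cells exposed to compounds for one day before reading; 0% = median of all test compound wells on the plate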
Starred values were filed as active, the others as inactive. The list is partial; the hit share may differ from the screen's.

SMILES | TTR transcr act
Cc1ccc(C)c(Nc2ncnc3nc[nH]c23)c1 | 0.2
COC(=O)c1c(NC(=O)C(=O)N2CCOCC2)sc2c1CCC2 | -2.8
Cc1ccccc1Nc1nc(N)nc(COC(=O)c2cccc(S(=O)(=O)N(C)c3ccccc3)c2)n1 | 1.2
CC(=O)c1cccc(NC(=O)c2cc3nc(C)cc(C)n3n2)c1 | -2.5
COc1cc(/C=N/NC(=O)C2(O)c3ccccc3-c3ccccc32)ccc1O | 2.0
CCCCCCC(=O)N1CCC(c2nc3c(nnn3Cc3ccccc3Cl)c(=O)[nH]2)CC1 | -1.6
Cc1sc2ncnc(N3CCC(C(=O)Nc4ccc(OC(F)F)c(Cl)c4)CC3)c2c1C | 1.2
CSc1ccc(C(=O)C2CCCN(C(=O)c3ccc(C)nc3)C2)cc1 (configuration not stated) | 0.1
O=C(c1ccc(F)cc1)N1CCCN(c2nc(-c3ccccc3)ns2)CC1 | 7.2
COc1ccccc1NC(=O)OCCN1CCCC12CCC(c1ccccc1)CC2 (configuration not stated) | -2.1
CCCCN(C(=O)CC1OC(=O)c2ccccc21)c1c(N)n(CCCC)c(=O)[nH]c1=O (configuration not stated) | 0.4
CN1C(=O)NC(NC(=O)c2ccco2)(C(F)(F)F)C1=O (configuration not stated) | -1.0

Next part; it opens with the two that closed the last part.
SMILES | TTR transcr act
CCCCN(C(=O)CC1OC(=O)c2ccccc21)c1c(N)n(CCCC)c(=O)[nH]c1=O (configuration not stated) | 0.4
CN1C(=O)NC(NC(=O)c2ccco2)(C(F)(F)F)C1=O (configuration not stated) | -1.0
CC(=O)Oc1ccc2c(c1)C(=O)c1ccccc1CO2 | 1.4
CC(=O)Nc1ccc(S(=O)(=O)Nc2ccc(=O)n(Cc3ccc(Cl)c(Cl)c3)c2)cc1 | 3.1
O=C(COC(=O)c1ccc(Br)cc1)NCC1CCCO1 (configuration not stated) | -1.0
CC(C)Cc1nc2ccccc2n1CCc1ccccc1 | -0.7
COc1cc2ccccc2cc1C(=O)N(CCN(C)C)c1nc2c(F)cccc2s1 | 0.9
CC1=C(C(=O)OCc2ccccc2)C(c2cccs2)N2C(=O)CCSC2=N1 (configuration not stated) | 0.4
CCOc1ccc(NC(=O)CCC(=O)NNC(=O)c2cccc([N+](=O)[O-])c2)cc1 | 1.2
Cc1ccc2c(c1)CCCN2C(=O)CSc1ccccc1 | 3.2
Cc1cc(C)cc(OCC(=O)O/N=C(\N)c2ccccn2)c1 | 1.3
CC1CCCCN1CC(O)COc1ccc(OCC(O)CN2CCCCC2C)cc1 (configuration not stated) | -1.2
COc1ccc(-c2csc(NC(=O)CN3C(=O)CCC3=O)n2)c(OC)c1 | -0.9
Cc1ccc(NC(=O)c2ccc(NCCc3ccccc3)c([N+](=O)[O-])c2)cc1F | -2.1
COC(=O)[C@H](Cc1ccccc1)NC(=O)NCc1ccc(C)cc1 | -2.0
CC(=O)c1ccc(N(CC(=O)NC2CCCCC2)C(=O)c2csnn2)cc1 | 1.5
N=c1c2c(ncn1CCCO)Oc1c(ccc3ccccc13)C2c1ccccc1 (configuration not stated) | -0.1
Cn1ccnc1SCC(=O)c1cccc(C(F)(F)F)c1 | -1.0
CCOC(=O)c1c(C)[nH]c(C(=O)C(C)OC(=O)c2cccc(OCc3c(C)noc3C)c2)c1C (configuration not stated) | -5.0
C=C1CCN([C@H](C(=O)Nc2ccc(OC)cc2)C(C)C)S(=O)(=O)c2ccccc21 | 2.1
CCc1nc(SCC(=O)NCC2CCCO2)c2oc3ccccc3c2n1 (configuration not stated) | -4.5
O=C(c1ccc2c(c1)N(Cc1ccccc1)C(=O)CS2)N1CCOCC1 | -0.1
CC1CCN(C(=O)c2cc(-c3ccc(Cl)c(Cl)c3)on2)CC1 | -1.7
CS(=O)(=O)N(CC(=O)N/N=C/c1ccccn1)c1ccc(Oc2ccccc2)cc1 | 1.0
CCOP(=O)(OCC)C(Nc1cccc([N+](=O)[O-])c1)c1ccc(OC)cc1 (configuration not stated) | -1.8
COc1cc(C(=O)NCC2(c3ccccc3)CCCC2)cc(OC)c1OC | 6.5
COc1ccc(NCC(=O)Nc2ccc(Br)cc2F)c(OC)c1 | 1.4
Cc1cccc(C)c1NC(=O)CN(c1ccccn1)S(=O)(=O)c1ccccc1 | 0.3
COc1ccccc1N1CCN(C(=O)/C=C/c2cccc([N+](=O)[O-])c2)CC1 | -0.3
COc1ccc(CCN2CC(C(=O)N3CCC(O)(c4ccccc4)CC3)CCC2=O)cc1 (configuration not stated) | 0.1
NNC(=O)C(=O)Nc1ccc(Cl)c(Cl)c1 | 0.4
CCC(=O)Nc1cc2c3c(c1)CCC(=O)N3CCC2 | -1.7
O=C(COc1ccccc1)Nc1ccc(CSc2ccccc2)cc1 | 1.0
CC(C)(C)c1ccc(S(=O)(=O)NCc2ccc(C(=O)NCc3ccccn3)cc2)cc1 | 2.1
COc1cc(C)ccc1Oc1ncnc(N)c1[N+](=O)[O-] | -1.0
COc1cc2c(cc1OC)C1=C(C#N)COCN1CC2 | -1.6
CCc1nc(N2CCN(C(=O)c3ccccc3)CC2)c2c3c(sc2n1)CCCC3 | -2.5
COc1ccc(/C=C(\C#N)C(=O)Nc2cc(S(=O)(=O)N3CCOCC3)ccc2N2CCCC2)cc1 | -0.8
CCN=C1SCC(=O)N1c1ccc(OC)cc1 | 0.8
COc1ccc([C@@H]2C[C@H](c3ccccc3)Oc3cc(OC)c(OC)c(OC)c32)cc1 | 1.8
N#C/C(=C(/O)CO/N=C/c1ccccc1Cl)c1nc2ccccc2[nH]1 | -0.1
CC(C)CNC(=O)C1(C)CCCN1C(=O)c1ccc2ccccc2n1 (configuration not stated) | 0.0
O=C(OCc1nc(-c2ccccc2Cl)no1)c1ccco1 | 0.3
CCCn1c(=O)c2[nH]cnc2n(-c2ccc(Cl)cc2)c1=O | -0.9
CCOc1ccc(S(=O)(=O)N2CCC(C(=O)N3CCN(c4ccccc4F)CC3)CC2)cc1C | 1.8
O=C(O)C(Cc1c[nH]c2ccccc12)NS(=O)(=O)c1ccc(Cl)cc1 (configuration not stated) | -2.1
COCCn1c(=S)[nH]c2cc(C(=O)N3CC(C)CC(C)C3)ccc2c1=O (configuration not stated) | -1.7
COCCn1cnnc1SCC(=O)Nc1cc(C)on1 | 1.8
CCOC(=O)CN1N=C(c2ccc(Cl)s2)CSC1=O | 1.0
COc1ccc(-c2ncncc2-c2ccc(OC)c(OC)c2)c(O)c1 | -0.5
COC(=O)c1ccccc1SC1CC(=O)N(c2ccccc2)C1=O (configuration not stated) | 21*
CCCC(=O)N1CCCC(c2cc(C(=O)NCc3ccc(F)cc3)no2)C1 (configuration not stated) | 1.4
Cc1csc(OCc2ccc(C#N)cc2)n1 | 0.3
CCOc1ccc(S(=O)(=O)N(C)c2ccc(OCC(=O)NCC3CCCO3)cc2)cc1 (configuration not stated) | -1.2
O=S(=O)(Nc1ccc(C(F)(F)F)cc1)c1cnc[nH]1 | 0.1
COc1ccc(CCNC(=O)C2CCCN(S(C)(=O)=O)C2)cc1 (configuration not stated) | -0.3
COc1ccc(-c2noc(CSc3nnc(CCc4ccccc4)n3-c3ccccc3)n2)cc1OC | -1.7
COc1ccc(-c2nnc3ccc(SCC(=O)Nc4nccs4)nn23)cc1OC | 0.4
O=C1CCC2(CCC(c3ccccc3)CC2)N1CC[C@@H](O)c1ccccc1 (some centres not stated) | -1.0
COc1ccc(C(=O)N2CCCC(c3nc(-c4ccc(OC)c(OC)c4)no3)C2)c(OC)c1 (configuration not stated) | -1.2
Cn1c(=O)oc2cc(S(=O)(=O)N3CCC(C(=O)N4CCc5ccccc5C4)CC3)ccc21 | -2.0
CCOC(=O)[C@H]1[C@H]2COc3cc(OC)ccc3[C@@H]2N2C(=O)c3ccc(F)cc3NC(=O)[C@@]12C | -0.8
(listing goes on)
SMILES | TTR transcr act
O=C(Cn1c(=O)oc2cc(S(=O)(=O)N3CCCC3)ccc21)N1CCN(c2ccccc2F)CC1 | -2.0
O=C(N/N=C/c1coc2ccccc2c1=O)c1ccccc1 | -1.2
CCN(CC)CCNC(=O)c1ccc2c(c1)ncn2C1CCCCC1 | 1.4
CC(=O)Nc1ccc(C=C(C(C)=O)C(C)=O)cc1 | 6.9
O=C(Oc1ccc(O)cc1)C12CC3CC(CC(C3)C1)C2 | -1.2
O=C(c1cccs1)N1CCN(c2ccc(Cl)cc2)CC1 | 0.7
CN(Cc1ccccc1)C(=O)CC(c1ccccc1)c1cc(Cl)ccc1O (configuration not stated) | 1.8
CC(C)c1ccc(C(=O)NN2CCOCC2)cc1 | 0.7
O=S(=O)(NC1CCCCC1)c1ccc(Cl)s1 | 1.8
CCN(CC)C(=O)/C(=C\c1cccc([N+](=O)[O-])c1)NC(=O)c1ccco1 | 0.8
Cc1cccc(C)c1NC(=O)C(c1ccccc1)n1c(=O)c(-c2ccco2)nc2ccccc21 (configuration not stated) | 2.6
CC1=NN(c2ccc([N+](=O)[O-])cc2)C(c2ccccc2)C1 (configuration not stated) | -1.5

Already shown: 3 of the compounds above.
SMILES | TTR transcr act
CCN(CC)CCNC(=O)c1ccc2c(c1)ncn2C1CCCCC1 | 1.4
CC(=O)Nc1ccc(C=C(C(C)=O)C(C)=O)cc1 | 6.9
O=C(Oc1ccc(O)cc1)C12CC3CC(CC(C3)C1)C2 | -1.2

Random excerpt: 4 records from the list.
SMILES | TTR transcr act
COc1ccc(/C=C(\C#N)C(=O)Nc2cc(S(=O)(=O)N3CCOCC3)ccc2N2CCCC2)cc1 | -0.8
COc1cc2c(cc1OC)C1=C(C#N)COCN1CC2 | -1.6
CCN(CC)CCNC(=O)c1ccc2c(c1)ncn2C1CCCCC1 | 1.4
CN(Cc1ccccc1)C(=O)CC(c1ccccc1)c1cc(Cl)ccc1O (configuration not stated) | 1.8

Following part
SMILES | TTR transcr act
O=C(COc1ccc(F)cc1Br)N1CCc2ccccc21 | 0.4
COc1ccc(Cl)cc1C(=O)N1CCN=C1SC | -0.1
Cc1c(NC(=S)NC(=O)c2cc3ccccc3o2)c(=O)n(-c2ccccc2)n1C | 0.5
CC[C@@]12C(=O)N(c3cccc(F)c3)C(=O)N1[C@H](c1ccc(OC)cc1)[C@@H]1C(=O)N(C(C)(C)C)C(=O)[C@@H]12 | -0.9
CC(=O)c1ccc(-n2c(C)ccc2-c2ccccc2)cc1 | -2.0
COC(=O)c1cc(S(=O)(=O)NCCc2ccc(Cl)cc2)c[nH]1 | 2.7
CN1CCN(C(=O)/C=C\C(=O)O)CC1 | 3.1
O=C(Nc1ccccc1-c1ccccc1)C1CCCCC1 | -0.1
CNC(=O)NNC(=O)c1csc(-c2ccc(C(F)(F)F)cc2Cl)n1 | 6.3
COc1cccc(CC(=O)NNC(=O)c2c(-c3ccccc3)noc2C)c1 | -0.9
CCN(CC)S(=O)(=O)c1ccc(N2CCCC2)c(NC(=O)c2ccncc2)c1 | 1.5
CC1(C(=O)NS(=O)(=O)Cc2ccccc2)CCN1C(=O)CCc1ccccc1 (configuration not stated) | 1.4
CCOC(=O)N1CCN(C(=O)C(=O)NNC(=O)COc2ccc(Cl)cc2)CC1 | 1.5
CC1C(=O)N(Cc2cn(CC3CCCCC3)nn2)CCS(=O)(=O)N1Cc1ccc(-c2ccccc2)cc1 (configuration not stated) | -1.6
COc1cc([N+](=O)[O-])ccc1Nc1nc(C)cc(C)n1 | -0.6
COc1ccc(NC(=O)CSc2nnnn2C2CCCC2)cc1 | 1.0
O=C(Nc1cccc(S(=O)(=O)N2CCOCC2)c1)c1cn(-c2ccccc2)nc1-c1ccc(F)cc1 | -0.8
COc1ccc(NC(=O)c2ccc3c(c2)n(C)c(=O)n3C)cc1 | -1.1
CCN1CCN(c2ccc(S(=O)(=O)N3CCOCC3)cc2NC(=O)CCOc2ccccc2)CC1 | 2.9
CN(C(=O)CSc1nnc(-c2cccs2)n1N)c1ccccc1 | 0.2
Cc1nc2c3ccccc3[nH]c(=O)n2n1 | -0.8
COc1ccc(N2CCN(C(=S)Nc3cc(C)ccc3C)CC2)cc1 | -0.2
O=c1[nH]c(CSc2nnc(Nc3ccccc3)s2)nc2ccccc12 | 1.5
COc1ccccc1NC(=O)c1ccc2c(c1)N(CC(=O)NC(C)(C)C)C(=O)C(C)(C)O2 | 9.2
c1ccc(Cc2nnc3sc(-c4ccc5c(c4)OCO5)nn23)cc1 | 0.1
CC(C)c1ccc(NC(=O)Nc2nc(C(N)c3ccccc3)cs2)cc1 (configuration not stated) | -3.1
CC1CCCCC12NC(=O)N(CC(=O)N1CCc3ccccc31)C2=O (configuration not stated) | 1.7
CC1(C(=O)NC2CCCCC2)CCC(=O)N1Cc1ccc2c(c1)OCO2 (configuration not stated) | 2.2
CCOC(=O)CCCSc1nc2sc(C)c(C)c2c(=O)[nH]1 | -1.0
COc1ccccc1CN1CC(C(=O)NCCc2ccc(C)o2)CCC1=O (configuration not stated) | -1.5
C=CCN(c1ccccc1OC)S(=O)(=O)c1cccc(C(=O)NCc2ccco2)c1 | 0.4
COC(=O)c1ccc(C(=O)N2CCCC(C)(C(=O)NS(=O)(=O)C3CC3)C2)cc1 (configuration not stated) | -0.6
COc1ccc(S(=O)(=O)N2CCN(CC(=O)Nc3c(C)n[nH]c3C)CC2)cc1OC | 2.6
Cc1ccc(N2CC(C(=O)N3CCN(c4ccccc4)CC3)CC2=O)cc1 (configuration not stated) | 4.0
CN(CC(=O)N1CCCc2c1c(=O)oc1ccc(O)cc21)Cc1ccccc1 | 3.7
O=C(NCCc1ccncc1)Nc1ccc(Cl)c(Cl)c1 | 0.8

Individual results from above:
Cc1ccccc1Nc1nc(N)nc(COC(=O)c2cccc(S(=O)(=O)N(C)c3ccccc3)c2)n1 | TTR transcr act = 1.2
O=C(NCCc1ccncc1)Nc1ccc(Cl)c(Cl)c1 | TTR transcr act = 0.8
COc1cc2ccccc2cc1C(=O)N(CCN(C)C)c1nc2c(F)cccc2s1 | TTR transcr act = 0.9

High-throughput results as filed in PubChem BioAssay.
